CXXC DNA block: qHTS Fluorescence Polarization Assay for Inhibitors of MLL CXXC domain - DNA interaction; MLL-CXXC / FITC-HOXA9 DNA fluorescence polarization; 0.037% of 290,000 active; Potency, µM (series often up to 115 µM), without a hit: at the highest dose activity change, negative = inhibition, usual class: inhibitors; Histone-lysine N-methyltransferase 2A (Homo sapiens), Q03164; AID 2662, 2010; active = well fitted inhibition curve with a large enough effect in the polarisation, with a control signal flat, not every such curve was filed as active; inconclusive = small, poorly fitted or top-dose-only effect, or effect the other way, or a change in a side signal; inactive = no such curve, though single readings can be large or run the other way; the % refers to the polarisation
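Purified MLL-CXXC (added from a 7 uM solution) was preincubated 5 min at ambient with pinned compounds in 50 mM Tris-HCl pH 7.5, 50 mM NaCl, 1 mM DTT, 0.05% BSA. Fluorescein-labeled HOX-A9 DNA (50 nM solution) followed, 30 min, then polarization read.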
uPA generation: qHTS for Inhibitors of Cell Surface uPA Generation; cell surface uPA generation assay, qHTS; Potency, µM (titrated, usually from 38.3 µM), without a hit: at the top dose activity change, negative = inhibition, most hits filed as inhibitors; 0.31% of 330,000 active; AID 540303, 2011; active = well fitted inhibition curve with a large enough effect; inconclusive = small, poorly fitted or top-dose-only effect; inactive = no such curve, though single readings can be large or run the other way; tested in mouse RAW 264.7 cells; note: % is set by controls: 0 for no effect and ±100 for the full control effect; nearly all actives have a fitted effect of over 55% in size
RORg inh: qHTS for inhibitors of ROR gamma transcriptional activity | Nuclear receptor ROR-gamma (Mus musculus), P51450 | Drosophila S2 Gal4-RORgamma UAS-luciferase reporter, 20 h | Potency, µM (titrated, usually from 53.6 µM), inactives show top-dose activity change, negative = inhibition, usual class: inhibitors | 5.4% of 310,000 active | AID 2551, 2010; note: % is set by controls: 0 for no effect and ±100 for the full control effect; nearly all actives have a fitted effect of over 60% in size
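Luciferase reporter read in Schneider cells carrying Gal4-RORγ (mouse) and UAS-Photinus luciferase; cells given compound 1 h before 700 uM copper sulfate induction, then incubated 20 h at ambient temperature.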
MBNL1 CUG block: qHTS Assay for Inhibitors of MBNL1-poly(CUG) RNA binding. TR-FRET MBNL1-His/biotin-(CUG)12 binding, 665/545 ratio. Potency, µM (titrated, usually from 57.5 µM), inactives show at the top dose activity change, negative = inhibition, most hits filed as inhibitors. 0.036% of 280,000 active. AID 2675, 2010; active = well fitted inhibition curve with a large enough effect in the signal ratio, with a control signal flat, not every such curve was filed as active; inconclusive = small, poorly fitted or top-dose-only effect, or effect the other way, or a change in a side signal; inactive = no such curve, though single readings can be large or run the other way; the % refers to the signal ratio; note: % is set by controls: 0 for no effect and ±100 for the full control effect
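His-tagged MBNL1 binding to biotinylated (CUG)12 RNA was measured by TR-FRET using terbium anti-His antibody (0.055 ng/ul final) and streptavidin-XL665 (5 nM final). Compounds were titrated 92 nM to 58 uM; 60 min at room temperature.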
NPC1 prom act: qHTS Assay for NPC1 Promoter Activators | 2.4% of 320,000 active | Huh7 NPC1 promoter luciferase reporter, 24 h | Potency, µM (doses to about 9.22 µM), inactives show at the highest dose activation, usual class: activators;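 note: % of control where 0% means no effect; nearly all actives have a fitted effect of over 60% in size; reporter is driven by a mutant NPC1 promoter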
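Cells: Huh7 expressing luciferase under the NPC1 promoter, 1500/well. Seeded 2 h, compound added, incubated 24 h at 37 °C. Luciferase reagent, 10 min ambient, then luminescence.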
ELG1 genotoxic: qHTS screen for small molecules that induce genotoxicity in human embryonic kidney (HEK293T) cells expressing luciferase-tagged ELG1; Potency, µM (titrated, usually from 46 µM), inactives show at the top dose activity change, positive = activation, actives largely listed as activators; 1.3% of 330,000 active; HEK293T ELG1-luciferase reporter, luminescence, 16 h; note: % of control where 0% means no effect; nearly all actives have a fitted effect of over 60% in size
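After overnight (16 hr) compound treatment at 37 °C, ELG1-luciferase HEK293T cells were lysed with ONE-Glo; luminescence quantified 30 min later at room temperature.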
Rab9 promoter act: qHTS Assay for Rab9 Promoter Activators | Huh7 Rab9 promoter-luciferase reporter, luminescence, 24 h | Potency, µM (titrated, usually from 9.22 µM), without a hit: top-dose activation, negative = inhibition, actives largely listed as activators | 2.8% of 320,000 active; note: % of control where 0% means no effect; nearly all actives have a fitted effect of over 60% in size
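Huh7 cells stably carrying Rab9 promoter–luciferase reporter, plated 1500 cells/well, compound added after 2 h and incubated 24 h at 37 °C; luciferase luminescence then read after 10 min with detection reagent.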
FLuc counter: qHTS profiling assay for firefly luciferase inhibitor/activator using purifed enzyme and Km concentrations of substrates (counterscreen for miR-21 project) | purified FLuc, Km substrates, luminescence inhibition | 6.9% of 360,000 active | Potency, µM (series often up to 57.5 µM), without a hit: top-dose activity change, negative = inhibition, actives largely listed as inhibitors;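 note: plate controls were vehicle for no effect and reference inhibitor for full effect; nearly all actives have a fitted effect of over 55% in size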
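Purified P. pyralis luciferase (10nM final) with 10uM D-luciferin and 10uM ATP (Km levels) in 50mM Tris acetate pH 7.5, 10mM Mg acetate, 0.01% Tween-20, 0.05% BSA; qHTS 6-point titration, ~60 µM downward; luminescence read.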
p53 reactivation: qHTS assay for re-activators of p53 using a Luc reporter; H1299 p53-A138V BP100-luciferase reporter, luminescence, 24 h; Potency, µM (titrated, usually from 92.2 µM), inactives show top-dose activity change, positive = activation, hits mostly activators; 0.063% of 320,000 active; note: % of control where 0% means no effect; nearly all actives have a fitted effect of over 45% in size
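H1299 (p53-null), stable ts p53-A138V + BP100-Luc; 1000 cells/well, Opti-MEM/10% FBS; cpd 4 pt, 1:5; 24 h, 37 deg C, 5% CO2; detection reagent 10 min RT; luminescence.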
VP16 counter: VP16 counterscreen qHTS for inhibitors of ROR gamma transcriptional activity; Drosophila S2 Gal4-VP16 UAS-luciferase, luminescence, 20 h; Potency, µM (doses to about 53.6 µM), without a hit: top-dose activity, negative = inhibition, actives largely listed as inhibitors; 3.5% of 310,000 active; AID 2546, 2010;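 note: Gal4-VP16 expression switched on by copper sulfate through the metallothionein promoter; % is set by controls: 0 for no effect and ±100 for the full control effect; nearly all actives have a fitted effect of over 50% in size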
BRCA1 expr up: qHTS Assay to Identify Small Molecule Activators of BRCA1 Expression; 1.1% of 380,000 active; Potency, µM (doses to about 46.1 µM), for inactives: at the top dose activation, hits mostly activators; MCF7-BRCA1-FFLuc reporter, luminescence, 48 h; response scale: scaled: vehicle 0%, 10 µM genistein 100%; note: nearly all actives have a fitted effect of over 80% in size; some results filed as inactive show a strong effect at the top dose
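Reporter cells (MCF7, BRCA1 promoter-firefly luciferase) received library compounds across a concentration series for 48 h. End-point luminescence was measured and concentration-effect curves derived after normalization.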
* hit, by the source's call; ? = inconclusive; / = not tested or not shown; & = joins results of further samples; [ ] = another dose, or the depositor's remark. Unless noted, calls come from the whole dose curve; as a rule, active = well fitted curve in the direction sought with a large enough effect; inconclusive = small, poorly fitted or top-dose-only effect, or another doubt; inactive = no such curve, though single readings can be large; an effect the other way counts as inactive or inconclusive. Potency is the fitted concentration of half-maximal effect. Some of the compounds tested. The share of hits here may be higher or lower than overall.

compound,RORg inh,p53 reactivation,VP16 counter,BRCA1 expr up,CXXC DNA block,ELG1 genotoxic,uPA generation,FLuc counter,Rab9 promoter act,NPC1 prom act,MBNL1 CUG block
Cc1cc(NS(=O)(=O)c2ccc(NC(=O)/C=C/c3cccc(Cl)c3)cc2)no1,23%,-25%,1%,-2%,12%,3%,-9%,?,10%,-3%,?
COc1ccc(N2CCN(C(=O)CNC(=O)c3ccc(Br)o3)CC2)cc1,32%,-8%,13%,-11%,-2%,-2%,1%,0%,-2%,-4%,-1%
Cc1cccc(N2CCN(S(=O)(=O)c3c(C)noc3/C=C/N(C)C)CC2)c1C,-11%,-2%,1%,-2%,-10%,-10%,-3%,1%,-2%,1%,-1%
CC(=O)Nc1ccc(Nc2cc(C)nc3c(-c4ccccc4)c(C)nn23)cc1,?,-7%,?,8%,-21%,-1%,6%,2%,-1%,2%,5%
COCCCNC(=O)/C(C#N)=C/c1ccc(F)cc1,-23%,2%,5%,-1%,-4%,0%,-1%,-14%,1%,-4%,-5%
Cc1cc(C)c2cc(C)c(SCC(=O)NCc3ccco3)nc2c1,22%,-3%,-4%,-40%,0%,-6%,?,-5%,0%,-5%,7%
Cc1c(C)n2c(SCC(=O)N3CCC(C)CC3)nnc2[nH]c1=O,/,10%,/,0%,/,-4%,0%,-2%,-5%,-3%,/
Cc1cccc(C)c1NC(=O)N1CC=CCC1,2%,-3%,?,4%,11%,0%,6%,-2%,-6%,0%,-2%
COc1cc(C2C3=C(CC(C)(C)CC3=O)OC(N)=C2[N+](=O)[O-])ccc1O (configuration not stated),?,6%,?,-7%,1%,-2%,2%,-2%,-3%,-1%,34%[activator]
Cc1cccc(NC(=O)CSc2nnc([C@@H](N)Cc3ccccc3)o2)c1C,-9%,-13%,0%,-4%,-1%,-1%,7%,1%,6%,-3%,-1%
O=C(NCC(=O)N1CCN(C(=O)c2ccco2)CC1)c1ccc(Cl)cc1,/,-4%,/,-12%,/,3%,-4%,-1%,-1%,-1%,/
O=C(NNC(=O)c1ccccc1O)c1ccc(Cl)c(S(=O)(=O)N2CCCCC2)c1,/,3%,/,-50%,/,1%,-1%,?,-5%,0%,/
Cc1cccc(C(=O)NCCC(=O)Nc2ccc(C#N)cc2)c1,15%,-5%,-9%,-2%,25%,2%,-3%,-1%,3%,0%,0%
CCn1nc(NS(=O)(=O)c2ccc([N+](=O)[O-])cc2)c2cc3ccc(C)cc3nc21,-5%,-5%,10%,9%,3%,-4%,7%,?,-3%,-4%,?
O=C(Nc1ccc(Cl)c(C(F)(F)F)c1)C(=O)N1CCCCC1,?,?,12%,96%,0%,10%,2%,?,22%,21%,?
O=C(CSc1nc2ccccc2c(=O)n1-c1ccccc1)N1CCN(CCO)CC1,32%,-2%,2%,-28%,-13%,4%,-1%,-1%,-5%,-3%,-3%
Cc1ccc(S(=O)(=O)CCC(=O)NCCC2=CCCCC2)cc1,/,-4%,/,-7%,/,1%,3%,2%,0%,-1%,/
CC(=O)N/C(=C\c1ccc(F)cc1)C(=O)NC(Cc1ccccc1)C(=O)O (configuration not stated),-14%,-1%,8%,1%,-1%,0%,5%,0%,1%,-5%,-2%
O=C(NC1CCS(=O)(=O)C1)c1cn(-c2ccccc2)nc1-c1ccccc1 (configuration not stated),18%,4%,-6%,9%,-2%,4%,-6%,15µM*,-3%,-5%,-3%
COc1ccccc1CNC(=O)c1cnn2c(C(F)F)cc(C)nc12,12%,-4%,5%,-22%,-3%,1%,2%,5%,1%,-1%,-1%
Cc1cc(=O)[nH]c(SCCc2ccccc2)n1,-1%,/,0%,31%,-14%,8%,-1%,3%,12%,10%,-3%
COc1cc(NC(=O)CN2CCC(C(N)=O)(N3CCCCC3)CC2)c(OC)cc1Cl,17%,-2%,-9%,-53%,2%,-5%,3%,-1%,-3%,-7%,-7%
CN1CCN(CCCNC(=O)c2ccc3c(=O)n(CCc4ccccc4)c(=O)[nH]c3c2)CC1,-6%,-1%,-2%,-43%,7%,3%,3%,-2%,2%,-1%,-6%
Cc1cccnc1-n1c(CCN2C(=O)c3ccccc3C2=O)nc2ccccc2c1=O,?,-11%,0%,-3%,1%,-4%,4%,3%,6%,-3%,?
OC(CN1CCOCC1)CN(c1ccccc1)c1ccccc1 (configuration not stated),2%,-2%,-9%,-22%,-6%,-2%,-2%,2%,2%,-1%,12%
CCCC(=O)C1=C(O)C(C(=O)OC)C(C)(C)CC1=Nc1cccc2ccccc12 (configuration not stated),-21%,-14%,?,-42%,-1%,-5%,11%,4%,0%,-6%,-22%
CCOC(=O)c1c(O)c2ccccc2oc1=O,-39%,-1%,-2%,8%,-14%,0%,-2%,?,-1%,-2%,/
O=C(COC(=O)c1cncc(Br)c1)Nc1nc(-c2ccc(F)cc2)cs1,?,4%,20%,44%,2%,7%,0%,-6%,23%,16%,/
Cc1cc(C)c2nc(-c3ccccn3)cc(C(=O)n3cccn3)c2c1,7%,4%,-6%,-54%,-8%,-2%,4%,?,-5%,-3%,5%
COc1ccc(CNC(=O)CCCn2nc(C)c3c(C)n(-c4ccccc4)nc3c2=O)cc1,0%,-2%,-5%,0%,3%,0%,5%,0%&-9%,4%,-2%,-7%

The closing 2 compounds of the section before are carried over, then new ones follow:
compound,RORg inh,p53 reactivation,VP16 counter,BRCA1 expr up,CXXC DNA block,ELG1 genotoxic,uPA generation,FLuc counter,Rab9 promoter act,NPC1 prom act,MBNL1 CUG block
Cc1cc(C)c2nc(-c3ccccn3)cc(C(=O)n3cccn3)c2c1,7%,4%,-6%,-54%,-8%,-2%,4%,?,-5%,-3%,5%
COc1ccc(CNC(=O)CCCn2nc(C)c3c(C)n(-c4ccccc4)nc3c2=O)cc1,0%,-2%,-5%,0%,3%,0%,5%,0%&-9%,4%,-2%,-7%
COc1ccc(C2C(C#N)=C(N)OC3=C2C(=O)CCC3)cc1OC (configuration not stated),0%,1%,4%,-23%,0%,5%,-3%,4%,-5%,-14%,?
COCCNC(=O)CS(=O)Cc1nc(-c2ccc(OC)cc2)oc1C (configuration not stated),-19%,4%,-1%,19%,4%,0%,-7%,-1%,6%,-4%,-11%
C1=C(c2ccccc2)N2CCN=C2S1,-12%,1%,4%,6%,8%,0%,8%,0%,0%,1%,15%
C/C=C(/C)C(=O)Nc1cccc(C2=NOC3(C2)C[C@@H](C(N)=O)N(C(=O)[C@H]2CCC(=O)N2)C3)c1 (some centres not stated),7%,1%,-1%,6%,-1%,5%,10%,5%,0%,-3%,-11%
COc1ccc(C(=O)n2nnc3ccccc32)cc1Br,-3%,?,-13%,0%,37%[activator],/,-4%,-17%,8%,0%,1%
O=C(N/N=C/c1ccc(Cl)cc1)c1ccc2c(c1)OCO2,-16%,?,6%,60%,-1%,?,?,3.4µM*,26%,8%,3%
CCCC(=O)O[C@@H]1C[C@@H](C)N(C(=O)c2ccccc2)c2ccc(C)cc21,2%,-3%,-1%,-25%,-11%,-3%,8%,1%,-3%,-4%,0%
CCOc1cccc(C(=O)Nc2ccc3c(c2)OCCO3)c1,-37%,-8%,-24%,?,-6%,2.3µM*,-7%,1.5µM*,?,?,-1%
CCN(CC(=O)Nc1c(F)cccc1F)C(=O)c1ccc(N2CCOCC2)c([N+](=O)[O-])c1,/,-3%,/,-29%,/,3%,-2%,-1%,8%,-3%,/
CCOC(=O)C1(Cc2ccc(OC)cc2)CCN(C(=O)CN2CCOC2=O)CC1,0%,4%,?,16%,4%,7%,-3%,?,1%,1%,-11%
Cc1ccc(Cl)cc1N1CCN(C(=O)Cc2csc(Nc3nc(=S)[nH]c4ccccc34)n2)CC1,0.63µM*,-2%,3.5µM*,-63%,11%,-6%,-22%,1%,-13%,-6%,-2%

Screens from PubChem BioAssay.
